From PubChem
CIT2-GFP yeast = alters CIT2-GFP fluorescence in TOR pathway yeast screen. S. cerevisiae CIT2-GFP strain, flow cytometry, 3 h; 100 means same as DMSO wells. GFP response vs DMSO, % at 10 µM. AID 2029. 320,000 compounds, 0.065% hits;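 active = GFP response relative to DMSO above a set limit, near the screen mean plus 3 SD, cut at about 150% in these data; inconclusive = Fewer than 70 cells measured for a yeast strain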;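 also: ratio of well median GFP fluorescence to mean of DMSO wells on the plate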
MEP2 TOR yeast = modulators of TOR pathway MEP2-GFP in S. cerevisiae. S. cerevisiae MEP2-GFP strain, flow cytometry GFP, 3 h; 100% = DMSO control level. GFP response vs DMSO, % at 10 µM. 330,000 compounds, 0.51% hits. AID 2016;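 active = GFP response versus DMSO above a set limit, roughly screen mean plus 3 SD, cut at about 180% in these data; inconclusive = fewer than 70 cells counted for a yeast strain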;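 also: median GFP fluorescence of the barcode-gated MEP2-GFP cells per well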
CR mimetic SO = lowers age-related superoxide in aged yeast cells; S. cerevisiae aged cells, superoxide DHE fluorescence; active compounds read low; superoxide response (% of plate mean), % at 10 µM; 330,000 compounds, 0.18% hits;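 active = superoxide response under a set limit, about three screen SD below normal, cut at about 65% in these data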;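 also: yeast aged for seven days with compound at 30 °C before DHE staining; 100% = average MFI of all compound-treated wells on the plate with controls excluded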
RPL19A-GFP yeast = yeast TOR pathway RPL19A-GFP modulation; S. cerevisiae RPL19A-GFP strain, flow cytometry, 3 h; active compounds read low; percent response vs DMSO, % at 10 µM; 330,000 compounds, 0.3% hits;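 active = percent response vs DMSO below 50%; inconclusive = fewer than 70 events counted for the yeast strain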;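 also: median channel GFP fluorescence of the barcoded RPL19A-GFP strain; ratio of sample median GFP to plate DMSO average so 100% = DMSO; lower means less RPL19A-GFP as with rapamycin TOR inhibition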
LAP4 TOR yeast = modulators of TOR pathway LAP4-GFP in S. cerevisiae | S. cerevisiae LAP4-GFP multiplex, flow cytometry GFP, 3 h; median GFP as percent of DMSO wells | GFP response vs DMSO, % at 10 µM | 320,000 compounds, 0.34% hits;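 active = GFP response vs DMSO above a set limit, about the screen mean plus 3 SD, cut at about 150% in these data; inconclusive = under 70 cell events counted for the yeast strain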
AGP1-GFP MLPCN = alters AGP1-GFP fluorescence in TOR pathway yeast screen | S. cerevisiae AGP1-GFP multiplex flow cytometry, 3 h; GFP as percent of DMSO wells | GFP response vs DMSO, % at 10 µM | 320,000 compounds, 0.02% hits;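 active = GFP response relative to DMSO above a set limit, near screen average plus 3 SD, cut at about 150% in these data; inconclusive = fewer than 70 cells counted for the yeast strain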;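 also: median GFP channel fluorescence of the gated AGP1 strain per well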
Efflux pump inh = inhibitors of Candida antifungal efflux pumps expressed in yeast; inhibition, % at 10 µM; 330,000 compounds, 0.44% hits; S. cerevisiae Candida pump triplex, Nile Red efflux;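 active = plate passing quality check with inhibition over a set limit, or well fluorescence over plate mean plus 4 SD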;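 also: Nile Red retained in pooled yeast measured as flow cytometry median fluorescence; 0% = buffer negative control and 100% = Enniatin B positive control; higher means more Nile Red kept so more efflux inhibition; some compounds called inactive have numbers as strong as hits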
AHR act = activates the human aryl hydrocarbon receptor. 320,000 compounds, 2.5% hits. AHR-responsive luciferase reporter cells, luminescence. activation, % at 5 µM. P35869; in the data active = activation above about 47%;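 also: 0% = vehicle wells and 100% = reference agonist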
Target sequence (P35869 whole entry, looked up): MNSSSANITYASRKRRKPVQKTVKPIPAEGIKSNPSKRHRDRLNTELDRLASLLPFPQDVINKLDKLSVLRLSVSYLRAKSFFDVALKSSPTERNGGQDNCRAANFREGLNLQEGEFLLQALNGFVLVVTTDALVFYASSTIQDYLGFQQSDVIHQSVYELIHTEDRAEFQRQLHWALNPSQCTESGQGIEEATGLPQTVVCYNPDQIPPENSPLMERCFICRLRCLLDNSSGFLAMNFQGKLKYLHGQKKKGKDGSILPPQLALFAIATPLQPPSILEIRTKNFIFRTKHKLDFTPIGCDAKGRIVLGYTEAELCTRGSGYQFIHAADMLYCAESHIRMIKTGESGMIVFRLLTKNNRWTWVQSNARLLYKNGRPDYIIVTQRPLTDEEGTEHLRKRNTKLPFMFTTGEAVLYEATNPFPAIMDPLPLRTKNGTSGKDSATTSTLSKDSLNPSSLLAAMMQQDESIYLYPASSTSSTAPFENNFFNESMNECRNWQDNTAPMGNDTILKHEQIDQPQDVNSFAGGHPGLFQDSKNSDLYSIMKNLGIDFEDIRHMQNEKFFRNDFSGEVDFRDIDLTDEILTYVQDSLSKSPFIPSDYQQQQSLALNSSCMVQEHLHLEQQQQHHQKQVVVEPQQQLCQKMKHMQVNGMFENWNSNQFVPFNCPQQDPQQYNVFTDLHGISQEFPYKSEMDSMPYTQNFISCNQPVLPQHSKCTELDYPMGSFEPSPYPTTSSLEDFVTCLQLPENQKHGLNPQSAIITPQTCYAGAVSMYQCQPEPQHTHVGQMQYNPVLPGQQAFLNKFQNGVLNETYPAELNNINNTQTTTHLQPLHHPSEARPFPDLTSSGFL
* marks the source's active call; other numbers are inactive results; ? = inconclusive; . = not tested or not shown.

cpd	structure	CIT2-GFP yeast	MEP2 TOR yeast	CR mimetic SO	RPL19A-GFP yeast	LAP4 TOR yeast	AGP1-GFP MLPCN	Efflux pump inh	AHR act
1	CCCCN(C)Cc1cc(=O)oc2ccc3ccccc3c12	108	104	90	105	92	101	-0.2	46
2	CCCCC1S/C(=N/N=C/c2ccc(OC)cc2)N(Cc2ccc(OC)cc2)C1=O (configuration not stated)	89	98	88	99	95	100	0.0	-1
3	COc1ccc(CN(Cc2ccc(C(=O)O)cc2)C(=S)Nc2cc(C)cc(C)c2)cc1OC	94	98	92	92	103	95	-0.1	1
4	CC(C)(CC(=O)O)CC(=O)N1CCN(c2cc(C(F)(F)F)nc3ccccc23)CC1	88	94	107	92	104	95	0.5	0
5	Cc1ccc(S(=O)(=O)N(C)C)cc1NC(=O)CN1CCN(Cc2ccccc2)CC1	111	111	98	103	103	112	0.2	-1
6	CC1CC(C)CN(C(=O)c2cc3cc(Br)cc(Br)c3o2)C1 (configuration not stated)	96	115	101	115	107	126	-0.1	-5
7	CCn1c(CNc2ccc(F)cc2)nnc1SCC(=O)Nc1ccccc1OC	99	98	98	103	100	99	-0.1	7
8	CCCOC(=O)c1ccc(S(N)(=O)=O)o1	101	94	94	118	84	87	0.2	-2
9	CC(OC(=O)Cc1cccc(C(F)(F)F)c1)C(=O)Nc1ccc(Cl)cn1 (configuration not stated)	101	102	101	98	101	103	-1.0	-2
10	CN(C)/C=N/c1ncc(C(=O)OC(C)(C)C)s1	96	91	103	98	112	?	0.0	8
11	CC(C)N1CCN(Cc2ccc(C#CCCO)cc2)CC1CCO (configuration not stated)	105	109	85	106	100	107	-0.1	0
12	O=S(=O)(Nc1cccc(-n2cnnn2)c1)c1ccccc1	99	107	133	101	106	105	0.0	10
13	CCOC(=O)c1sc2nc(CSCC(=O)OCc3ccc(C(=O)OC)o3)[nH]c(=O)c2c1C	89	103	109	94	98	98	0.5	1
14	COc1ccc(CCC(=O)NNC(=O)Nc2cc(Cl)ccc2C)cc1	82	102	101	114	74	100	0.0	.
15	Cc1ccc2nc(SCC3CCCCO3)[nH]c2c1 (configuration not stated)	92	101	83	96	112	102	0.0	51*
16	Cn1c(SCC(=O)NC2CCCC2)nnc1-c1ccncc1	86	91	105	100	77	85	-0.1	0
17	CC1CN(CCCOc2ccccc2-c2ccccc2)CC(C)O1 (configuration not stated)	100	100	93	100	97	108	0.1	3
18	COCCCNC(=O)c1cc(S(=O)(=O)NCCCN2CCCC2=O)ccc1Cl	107	98	81	110	114	110	0.1	1
19	CC(NC(=O)COC(=O)c1cccc(S(=O)(=O)N2CCCC2)c1)c1ccccc1 (configuration not stated)	109	108	84	102	103	108	-0.2	-1
20	O=C(COC(=O)CSc1ccc([N+](=O)[O-])cc1)NCCC1=CCCCC1	105	104	96	101	103	105	-0.3	0
21	O=C(O)C1CCN(c2nc(-c3ccccc3)c3cc(Br)ccc3n2)CC1	103	117	66	106	115	97	0.7	11
22	CCc1ccc(/C=N/NC(=O)c2cc(-c3ccncc3)nc3ccccc23)s1	83	100	123	98	102	110	0.6	28
23	CC(C)(C)c1ccc(C2=CC(c3ccccc3F)n3ncnc3N2)cc1 (configuration not stated)	71	86	100	95	106	80	0.2	26
24	COCc1cc(CNC(=O)C2CCC(=O)N(Cc3ccccc3F)C2)[nH]n1 (configuration not stated)	101	106	104	106	101	106	-0.7	-2
25	O=C(O)CCC(=O)Nc1ccc2c(c1)oc1ccccc12	112	111	85	108	109	117	0.0	-2
26	Cc1ccccc1OCc1ccc(C(=O)N2CCOCC2)o1	94	104	94	105	105	101	0.1	0
27	CCOc1cc(C2C3=C(CC(C)(C)CC3=O)N(CCCOC)C3=C2C(=O)CC(C)(C)C3)ccc1O	100	106	103	102	96	100	0.2	.
28	Cn1c(COc2ccccc2)nnc1SCC(=O)Nc1ccc(N2CCOCC2)cc1	107	98	89	100	98	107	-0.1	1
29	CC(C)=CCN1CCN(Cc2ccc(N3CCNC3=O)cc2)CC1CCO (configuration not stated)	89	102	104	97	93	102	0.2	3
30	COc1ccc(-c2csc(N3CCN(C(=O)c4ccccc4)CC3)n2)cc1	95	105	94	100	97	105	0.0	-4

An excerpt from above in order of length of the SMILES, largest number first.
cpd	structure	CIT2-GFP yeast	MEP2 TOR yeast	CR mimetic SO	RPL19A-GFP yeast	LAP4 TOR yeast	AGP1-GFP MLPCN	Efflux pump inh	AHR act
27	CCOc1cc(C2C3=C(CC(C)(C)CC3=O)N(CCCOC)C3=C2C(=O)CC(C)(C)C3)ccc1O	100	106	103	102	96	100	0.2	.
24	COCc1cc(CNC(=O)C2CCC(=O)N(Cc3ccccc3F)C2)[nH]n1 (configuration not stated)	101	106	104	106	101	106	-0.7	-2
23	CC(C)(C)c1ccc(C2=CC(c3ccccc3F)n3ncnc3N2)cc1 (configuration not stated)	71	86	100	95	106	80	0.2	26
26	Cc1ccccc1OCc1ccc(C(=O)N2CCOCC2)o1	94	104	94	105	105	101	0.1	0

(cont.)
cpd	structure	CIT2-GFP yeast	MEP2 TOR yeast	CR mimetic SO	RPL19A-GFP yeast	LAP4 TOR yeast	AGP1-GFP MLPCN	Efflux pump inh	AHR act
31	Cc1ccccc1NC(=O)c1ccc(F)c(S(=O)(=O)N2CCCCC2)c1	96	92	100	97	93	94	0.1	2
32	O=C(Nc1cccc(S(=O)(=O)N2CCCC2)c1)c1cc(-c2ccccn2)nc2ccccc12	103	98	106	101	97	101	-0.1	3
33	Cc1cc(C)n2cc(CSCc3ccccc3)nc2n1	97	98	95	99	92	100	-0.1	1
34	Cc1ccc(S(=O)(=O)N(C)CC(=O)N2CCCC2)cc1	100	99	86	97	93	105	-0.1	-2
35	COc1ccc(/C=C(\C#N)c2nc3ccc(C)cc3[nH]2)cc1Oc1ccc(C(F)(F)F)cc1[N+](=O)[O-]	97	113	98	103	91	97	0.0	15
36	Cc1cc2[nH]c(=S)[nH]c2cc1C	106	112	83	108	103	114	-0.1	16
37	Cc1cc(-c2ccccc2)nc(SCc2ccc(C(=O)O)o2)n1	93	95	117	94	97	94	0.1	5
38	CCCN1Cc2cccc(C(=O)NC(CC(=O)OCC)c3ccc(OCC)c(OC)c3)c2C1=O (configuration not stated)	100	107	101	103	102	102	0.0	3
39	CCC(C)(C#CCN1CCCCC1)OCCC#N (configuration not stated)	101	106	110	102	102	106	0.0	-3
40	CC(=O)c1sc(NC(=O)c2cc(S(=O)(=O)N3CCOCC3)ccc2F)nc1C	102	103	107	98	98	101	-0.3	1

4 compounds drawn at random from the list so far:
cpd	structure	CIT2-GFP yeast	MEP2 TOR yeast	CR mimetic SO	RPL19A-GFP yeast	LAP4 TOR yeast	AGP1-GFP MLPCN	Efflux pump inh	AHR act
32	O=C(Nc1cccc(S(=O)(=O)N2CCCC2)c1)c1cc(-c2ccccn2)nc2ccccc12	103	98	106	101	97	101	-0.1	3
35	COc1ccc(/C=C(\C#N)c2nc3ccc(C)cc3[nH]2)cc1Oc1ccc(C(F)(F)F)cc1[N+](=O)[O-]	97	113	98	103	91	97	0.0	15
39	CCC(C)(C#CCN1CCCCC1)OCCC#N (configuration not stated)	101	106	110	102	102	106	0.0	-3
40	CC(=O)c1sc(NC(=O)c2cc(S(=O)(=O)N3CCOCC3)ccc2F)nc1C	102	103	107	98	98	101	-0.3	1

Continuation.
cpd	structure	CIT2-GFP yeast	MEP2 TOR yeast	CR mimetic SO	RPL19A-GFP yeast	LAP4 TOR yeast	AGP1-GFP MLPCN	Efflux pump inh	AHR act
41	Cc1noc(C)c1COC(=O)c1ccccc1NC(=O)Cc1ccccc1	107	108	113	103	104	107	0.2	-4
42	COc1ccc(C(=O)OCC(=O)Nc2ncc([N+](=O)[O-])s2)cc1OC	101	101	110	96	98	106	-0.1	7
43	COc1ccc(C2SCC(=O)N2c2c(C)n(C)n(-c3ccccc3)c2=O)cc1 (configuration not stated)	96	93	102	91	90	89	-0.1	0
44	COc1cccc(C(=O)/C=C/Nc2ccc(S(=O)(=O)Nc3cc(OC)nc(OC)n3)cc2)c1	96	106	95	101	97	97	-0.1	5
45	Cc1onc(-c2ccccc2)c1-c1nnc(CN2CCN(S(=O)(=O)c3ccccc3)CC2)o1	101	95	105	95	97	99	-0.1	12
46	COc1cccc(N2C(=O)CC(c3c[nH]c4ccccc34)C2=O)c1 (configuration not stated)	93	97	98	96	90	94	-0.1	19
47	Cc1ccnc(NC(=O)Nc2ccc(Br)cc2Cl)c1	90	93	115	95	94	92	0.2	7
48	COC(=O)Nc1ccc(S(=O)(=O)N2CCC(C(=O)NCc3ccc4c(c3)OCO4)CC2)cc1	105	100	108	101	94	103	0.0	-1
49	CCC(Sc1ccc(Cl)cc1)C(=O)Nc1nnc(-c2cccc([N+](=O)[O-])c2)s1 (configuration not stated)	106	100	90	99	98	101	-0.1	6
50	COc1ccccc1/C=C/CN1CCCC(CCC(=O)NCc2ccccc2F)C1 (configuration not stated)	95	107	96	97	102	103	0.0	3
51	COC(=O)c1ccc(Cl)c(NS(=O)(=O)c2ccc3c(c2)OCCO3)c1	91	100	96	93	81	84	-0.1	6
52	COc1cc(/C=C2\C(C)=C(C#N)c3nc(N)c(C#N)c(C)c32)ccc1OCC(=O)O	109	97	98	100	96	103	-0.3	3

7 of the entries above in order of their number in AHR act, falling:
# | mol | AHR act
46 | COc1cccc(N2C(=O)CC(c3c[nH]c4ccccc34)C2=O)c1 (configuration not stated) | 19
45 | Cc1onc(-c2ccccc2)c1-c1nnc(CN2CCN(S(=O)(=O)c3ccccc3)CC2)o1 | 12
47 | Cc1ccnc(NC(=O)Nc2ccc(Br)cc2Cl)c1 | 7
51 | COC(=O)c1ccc(Cl)c(NS(=O)(=O)c2ccc3c(c2)OCCO3)c1 | 6
44 | COc1cccc(C(=O)/C=C/Nc2ccc(S(=O)(=O)Nc3cc(OC)nc(OC)n3)cc2)c1 | 5
43 | COc1ccc(C2SCC(=O)N2c2c(C)n(C)n(-c3ccccc3)c2=O)cc1 (configuration not stated) | 0
48 | COC(=O)Nc1ccc(S(=O)(=O)N2CCC(C(=O)NCc3ccc4c(c3)OCO4)CC2)cc1 | -1
